Screens (PubChem)
TAG inh: inhibitors of triacylglycerol accumulation, primary screen, cell-based, uHTS, fluorescence, H9c2. H9c2 cells, Nile Red lipid (TAG) fluorescence; cells loaded with 200 µM oleic acid. inhibition, % at 12.5 µM. AID 651582, 2012. actives 0.66% (n = 230,000);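 active = pattern-corrected inhibition of lipid staining of at least 50% with the nuclear-stain viability signal not falling by more than 50%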;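 also: 0% = DMSO wells and 100% = triacsin C control wells; some results filed as inactive read as strong as hits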
TAG inh DAPI viability: second read-out of TAG inh, no call of its own (marks repeat the call); DAPI nuclei signal change (viability), lower = more cytotoxic, %;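 whole-well DAPI fluorescence read on a plate reader as a viability signal; minus 50 percent equals half of cells still viable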
* marks the source's active call; other numbers are inactive results.

SMILES	TAG inh	TAG inh DAPI viability
CCN(CC(=O)NC1CCS(=O)(=O)C1)Cc1nc2c(Br)cc(Br)cc2c(=O)[nH]1 (stereo not given)	3.6	3.0
Cc1ccc(S(=O)(=O)N(C)c2ccc(C(=O)Nc3cccc(C)n3)cc2)cc1	30.5	-5.8
Cc1ccc(NC(=O)CCSc2ccccc2)c(C)c1	-11.0	-7.5
COc1ccc(CSc2nc3ccccc3c(=O)[nH]2)cc1F	4.8	0.7
CC(O)(c1ccccc1)c1nc(-c2ccc3c(c2)OCO3)cs1 (stereo not given)	-11.3	-0.2
O=C(CSc1nnc(CCc2nc3ccccc3[nH]2)n1-c1ccccc1)NCc1ccco1	-17.2	11.7
COc1ccc(NC(=O)CN(C)C(=O)CC2CCCC2)cc1	-6.3	-1.8
COc1ccc(-n2nc(C(=O)O)nc2-c2ccccc2)cc1	5.1	-6.3
Cc1cc(C)n2c(SCC(=O)N(CC(C)C)c3c(N)n(CC(C)C)c(=O)[nH]c3=O)nnc2n1	0.2	5.2
CCOC(=O)N1CC=C2C(C#N)=C(N)C(C#N)(C#N)[C@H](c3ccc(OC(C)C)c(OCC)c3)[C@H]2C1	-13.8	13.6
O=S(=O)(N=C(NS(=O)(=O)c1ccc(Cl)cc1)c1ccccc1)c1ccc(Cl)cc1	6.1	-5.2
COc1ccc(C2=NOC(CN3C(=O)c4ccccc4S3(=O)=O)C2)cc1 (stereo not given)	-11.8	2.9
CCOC(=O)C1CCN(C(=O)c2c(-c3c(F)cccc3Cl)noc2C)CC1	19.8	-10.3
Cc1c(CCO)c(=O)[nH]n1S(=O)(=O)c1ccc(F)cc1	3.1	1.9
Cn1c(=O)c2c(ncn2CC(=O)OCC(=O)c2ccc(F)c(F)c2)n(C)c1=O	6.5	-1.8
O=C(NCc1ccccc1)N1CCOCC1	-3.1	4.6
COc1ccc(/C=N/N2CCN(c3ccc(Cl)cc3)CC2)cc1	-18.9	4.6
Cc1cc(C(=O)NCc2cccs2)nn1C	9.3	-11.5
COC(=O)c1ccccc1NC(=O)c1ccc(COc2ccc3c(c2)CCC3)cc1	-15.4	12.3
Cc1cc2[nH]ncc2cc1NC(=S)NC(=O)c1ccccc1	-170.1	11.0
O=S1c2ccccc2Oc2ccccc21	-26.1	0.6
Cc1cc(N2CCN(c3ccccc3)CC2)nc(-c2ccccc2O)n1	-43.3	25.0
CCn1c(=NC(=O)CSC(C)=O)sc2cc(OC)ccc21	2.7	5.3
CSc1nc2oc3c(c2c2nncn12)CC(C)(C)SC3	-24.3	-0.4
Cc1cc(NC(=O)c2ccc(-c3ccc(F)c(Cl)c3)o2)no1	-3.8	-1.7

Sorted by count of non-hydrogen atoms (largest number first): seven of the compounds above
SMILES	TAG inh	TAG inh DAPI viability
Cc1cc(C)n2c(SCC(=O)N(CC(C)C)c3c(N)n(CC(C)C)c(=O)[nH]c3=O)nnc2n1	0.2	5.2
Cc1ccc(S(=O)(=O)N(C)c2ccc(C(=O)Nc3cccc(C)n3)cc2)cc1	30.5	-5.8
CCOC(=O)C1CCN(C(=O)c2c(-c3c(F)cccc3Cl)noc2C)CC1	19.8	-10.3
CC(O)(c1ccccc1)c1nc(-c2ccc3c(c2)OCO3)cs1 (stereo not given)	-11.3	-0.2
CCn1c(=NC(=O)CSC(C)=O)sc2cc(OC)ccc21	2.7	5.3
CSc1nc2oc3c(c2c2nncn12)CC(C)(C)SC3	-24.3	-0.4
O=C(NCc1ccccc1)N1CCOCC1	-3.1	4.6

Carrying on:
SMILES	TAG inh	TAG inh DAPI viability
Oc1ccc(/C=N/NC(=S)NCC2CCCO2)cc1 (stereo not given)	13.5	-5.1
Cc1cc(NS(=O)(=O)c2ccc(NC(=O)CCCOc3cccc(C)c3C)cc2)no1	13.0	-1.3
CC(C)Cn1c2nc3ccccc3nc2c2c(=O)n(CCN3CCOCC3)cnc21	1.6	12.0
N#Cc1c(SCc2ccccc2)nc(N2CCOCC2)c2c1CCCC2	-39.4	-7.4
COc1ccc(NC(=S)NCCCn2ccnc2)cc1	-13.2	-2.7
CC1C=CC(C)C(C(=O)c2ccccc2)C1C(=O)c1ccccc1 (stereo not given)	-4.5	2.7
O=C(CSc1nccn(-c2ccc(Br)cc2)c1=O)NC1CCCC1	13.4	3.6
COc1ccc(C2C(=O)c3ccccc3C2=O)cc1	-0.9	2.2
CC(=O)NC12CC3CC(C1)CC(C(=O)N1CCN(S(=O)(=O)c4cccc([N+](=O)[O-])c4)CC1)(C3)C2	6.2	-5.5
COc1cc(NC(=S)N2CCN(S(=O)(=O)c3ccccc3)CC2)cc(OC)c1	5.7	-1.6
COc1cc(Cn2c3ccc(NC(=O)CCc4ccc(O)cc4)cc3c(=O)n2C)ccc1F	7.8	12.6
COc1ccccc1-c1cccc2nccn12	-11.6	1.7
COc1ccc(S(=O)(=O)N(C)C)cc1NC(=O)Cc1cccs1	10.3	-3.2
O=S(=O)(CC(CN1CCCCC1)N1CCCCC1)c1ccc2ccccc2c1 (stereo not given)	68.8	-52.2
O=C(CSc1nc2ccccc2c(=O)n1-c1ccccc1)N/N=C/C=C/c1ccccc1[N+](=O)[O-]	8.9	1.0
Cc1c(C(=O)O)nn(-c2ccccc2)c(=O)c1C#N	8.8	-2.7
CCN(CC)CCNc1nc(-c2ccccc2)c2c(c1C#N)CC(C)(C)OC2	-3.5	7.9
Cc1ccc(NC(=O)C2CCCN(S(=O)(=O)c3ccc4[nH]c(=O)ccc4c3)C2)c(C)c1 (stereo not given)	-1.3	2.6
O=C(CSc1nc2ccccc2c(=O)n1-c1ccccc1)N1CCN(CCO)CC1	-6.6	16.3
Cc1sc2ncn(CC(=O)Nc3c(F)cccc3F)c(=O)c2c1S(=O)(=O)N1CCC(C)CC1	-12.4	-3.3
COC(=O)c1ccccc1NC(=O)CSCC(=O)Nc1ccccc1OC	15.4	7.8
CCC1CC(CSC(=N)N)OC1=O (stereo not given)	9.2	-7.3
CN(C)S(=O)(=O)c1ccc(Cl)c(NC(=O)COC(=O)/C=C/c2ccc3ccccc3n2)c1	1.3	0.7
O=c1[nH]c2ccc(S(=O)(=O)N3CCC(Cc4ccccc4)CC3)cc2o1	-21.0	0.5
CC1CCC2(CC1)NC(=O)N(CC(=O)N1c3ccccc3CC1C)C2=O (stereo not given)	-21.6	8.4
Further records.
SMILES	TAG inh	TAG inh DAPI viability
CC(C)Sc1n[nH]c(=O)n1-c1cccc(C(F)(F)F)c1	-16.1	5.3
CCOC(=O)C[C@H]1c2ccc(C(F)(F)F)cc2S(=O)(=O)N1c1cccc(OC)c1	-14.0	-0.1
COc1ccccc1NC(=O)COc1ccc(Br)cc1CNC1CCCC1	-17.0	36.1
C=CCN1C(=O)C(Cc2ccccc2)S/C1=N/N=C/c1cccs1 (stereo not given)	4.4	-11.8
CC(C)=CCC(C)(C)C1OCCN1C(=O)c1ccccc1 (stereo not given)	-9.1	-0.4
CCCCN(CCCC)S(=O)(=O)c1c(C)[nH]c(=O)[nH]c1=O	-0.4	14.8
O=C1CCc2cc(S(=O)(=O)NC(C(=O)N3CCN(c4ccccn4)CC3)c3ccccc3)ccc2N1 (stereo not given)	4.6	-2.6
Cc1nc(SCc2ccc(O)c([N+](=O)[O-])c2)n[nH]1	0.5	5.1
Cc1noc(C)c1NC(=O)N(C)C[C@H]1Oc2ccc(NC(=O)NC(C)C)cc2C(=O)N([C@H](C)CO)C[C@H]1C	13.8	-5.3
Cc1ccc(-c2n[nH]c3c2CCC3)cc1	-10.4	-1.3
Cc1ccc(NC(=O)CSc2nc3ccccc3nc2N2CCOCC2)cc1	17.7	-4.1
CCCNC(=O)C1=C(C)C(=O)OC12CCC(C)CC2 (stereo not given)	8.2	-20.8
CN(C)S(=O)(=O)c1cccc(NC(=O)c2cc3c(cc2Cl)N2CCCCCC2=NS3(=O)=O)c1	-8.3	-3.2
CC(C)C1N=C2c3ccccc3N=C(SCC(=O)c3ccc(O)c(O)c3)N2C1=O (stereo not given)	-42.1	4.4
O=C(Nc1ccc(NC(=O)C2CCCCC2)nc1)c1cccs1	3.7	-1.1
N#Cc1ccccc1OCC(=O)NNC(=O)CCNC(=O)c1ccccc1	-1.9	0.5
O=C(OCC(=O)N1CCN(c2ccccc2)CC1)c1ncc(Cl)c(Cl)c1Cl	-0.8	-0.5
[O-]C1=N/[N+](=C/c2ccccc2Cl)CC1	-13.3	6.1
O=C(CN1CCN(c2ccccc2F)CC1)c1c[nH]c2ccc(F)cc12	23.9	-2.5
Cc1cccc(OCCn2nnc3ccccc32)c1C	-0.8	-2.9
COC(=O)c1cc(-c2ccc(C)cc2)n[nH]1	10.1	-7.6
O=C(O)C1C2CCC(O2)C1C(=O)NCCC1=CCCCC1 (stereo not given)	-4.0	4.3
C=C(Br)Cn1cnc2ccccc21	2.1	-1.4
O=C(NCc1ccncc1)c1ccc(N2CCCC2)c([N+](=O)[O-])c1	7.2	-1.8
Cc1ccc(NC(=S)Nc2ccc(F)cc2)cc1C	-7.7	-1.4
(cont.)
SMILES	TAG inh	TAG inh DAPI viability
N#Cc1cc2cc3c(cc2nc1SCC(=O)OC1CCCCC1)OCO3	17.9	-8.0
CN(C(=O)COc1cc(C(F)(F)F)nn1C)c1ccccc1	1.4	-2.9
CC(OC(=O)c1cccc(S(=O)(=O)N(C)C)c1)C(=O)NCC(=O)Nc1ccc(F)c(F)c1F (stereo not given)	16.1	-0.1
Cn1nccc1NC(=O)Nc1ccc(Cl)cc1	1.5	0.2
CN(CC(=O)Nc1c(Cl)cccc1Cl)C(=O)Cc1cccs1	-3.9	-2.0
CSc1nc(N)nc2c1ncn2CC(=O)NCCNc1ccc([N+](=O)[O-])cn1	-3.3	-0.5
C[C@@H]1CN([C@@H](C)CO)C(=O)c2cc(Br)cnc2O[C@H]1CN(C)S(=O)(=O)c1ccccc1	15.0	-14.1
CCOC(=O)C1CCN(C(=O)c2ccc(NS(=O)(=O)c3ccc4[nH]c(=O)[nH]c4c3)cc2)CC1	3.8	0.1
Cc1ccc(-c2nc(C#N)c(NCCCn3ccnc3)o2)cc1	40.5	-21.4
CCOc1ccc(NC(=O)CN(C)C(=O)c2sccc2-c2ccccc2)cc1OCC	16.7	-4.3
COc1ccccc1C=CC(=O)C=Cc1ccccc1OC	16.8	0.3
CCc1oc2ccccc2c1C(=O)CCN1CCCCC1	1.6	1.8
N#C/C(=C/c1ccc(-c2ccccc2[N+](=O)[O-])o1)C(N)=O	-4.5	-0.7
c1ccc(CCCN2CCN(c3ccccn3)CC2)cc1	-7.1	5.1
COc1ccc(/C=N/NC(=O)CSc2nnc(C)n2-c2ccccc2)c(OC)c1OC	13.1	-11.1
O=C(COC(=O)/C=C/c1cccs1)Nc1cccc(S(=O)(=O)N2CCCC2)c1	-9.8	-1.3
COc1ccc(N2CCN(C(=O)CN(C)S(=O)(=O)c3cc(C)ccc3OC)CC2)cc1	1.8	-15.9
c1ccc(Nc2nc(N3CCNCC3)nc(N3CCOCC3)n2)cc1	87.7*	-26.5*
CC(C)(Oc1ccc(Br)cc1Cl)C(=O)Nc1ccon1	-24.6	4.5
O=C(COc1ccc(Br)cc1Cl)N1CCN(c2ncccn2)CC1	-7.5	-0.7
Cc1cc(C)nc(NS(=O)(=O)c2ccc(NC(=O)c3ccc4c(c3)OCO4)cc2)n1	17.0	-7.0
Cn1nc(CC(=O)NCc2ccc(F)cc2)c2ccccc2c1=O	-32.3	5.6
CCNC(=S)Nc1cc(C(=O)N2CCCC2)ccc1N1CCCC1	-12.2	-0.6
O=C(Nc1ccc2snnc2c1)N1CCCCC1	15.8	-15.9
CC(=O)c1ccc(OC2(C)CCN(Cc3ccc4ccccc4c3)C2)cc1 (stereo not given)	-2.1	10.5

Copied from the list.
Cc1cc(C)nc(NS(=O)(=O)c2ccc(NC(=O)c3ccc4c(c3)OCO4)cc2)n1 in TAG inh is entered as 17.0
O=C(Nc1ccc(NC(=O)C2CCCCC2)nc1)c1cccs1 in TAG inh DAPI viability is entered as -1.1

Gathered by group: those above containing a CF3 group.
SMILES	TAG inh	TAG inh DAPI viability
CC(C)Sc1n[nH]c(=O)n1-c1cccc(C(F)(F)F)c1	-16.1	5.3
CCOC(=O)C[C@H]1c2ccc(C(F)(F)F)cc2S(=O)(=O)N1c1cccc(OC)c1	-14.0	-0.1
CN(C(=O)COc1cc(C(F)(F)F)nn1C)c1ccccc1	1.4	-2.9

Further entries follow.
SMILES	TAG inh	TAG inh DAPI viability
CC1CC(C)CN(C(=O)CNC(=O)Cn2ccc3ccccc3c2=O)C1 (stereo not given)	3.0	-1.7
C#CCOCCOCCOCCNc1nc(N2CCN(C(=O)CCCCCCCCCCNC(=O)Cn3cc(C[C@@H](C)O)nn3)CC2)nc(N2CCN(C(=O)CCCCCCCCCCNC(=O)[C@@H](CCSC)n3cc(CCO)nn3)CC2)n1	-21.2	-15.5
C=CCSC1=C(C#N)C(c2ccccc2OC)CC(=O)N1 (stereo not given)	-0.5	-17.8
COCCNC(=S)NCCc1ccc(Cl)cc1Cl	5.6	3.7
CCN(CC)C(=O)c1nn(Cc2ccccc2)c(=O)c2ccccc12	-0.9	-3.7
CSc1ccccc1NC(=O)CN(Cc1ccccc1)S(C)(=O)=O	45.1	5.7
O=C1CN(C(=O)CSc2nc3ccccc3c(=O)n2CCCN2CCOCC2)c2ccccc2N1	-7.4	3.2
O=C(CCSc1ccccc1)N1CCN(c2ccccc2F)CC1	-0.2	1.6
CC1CN(C(=O)C(C)N2CCN(c3ccccc3Cl)CC2)CC(C)O1 (stereo not given)	-3.9	-3.4
CC1C2(C)OC(=N)C(C#N)(C(C)O2)C1(C#N)C#N (stereo not given)	-8.0	1.9
Cc1cnc(CN(C)C(=O)c2ccc3oc(Cc4ccccc4)nc3c2)[nH]1	-11.2	-2.8
C/C(N)=C(/C#N)C(=O)CSc1cc(C)c2ccccc2n1	9.2	-7.1
CC(=O)NC(c1ccc(C)cc1)c1cc(Cl)c2cccnc2c1O (stereo not given)	50.4*	-15.1*
CN(C)c1ccccc1-c1csc(N2CCC(C(N)=O)CC2)n1	-5.5	-1.9
CCN1C(=O)[C@H]2[C@@H](c3ccc(OC)cc3)N[C@]3(CCCN(Cc4cccn4C)C3=O)[C@H]2C1=O	-9.4	4.6

The list is partial; count on the stated rates, not on these rows.
